aGal spleen mod: qHTS Assay for Inhibitors and Activators of Human alpha-Galactosidase From Spleen Homogenate | Alpha-galactosidase A (Homo sapiens), P06280 | actives 0.008% (n = 240,000) | Potency, µM (highest dose often 80 µM), without a hit: top-dose activity change, negative = inhibition, most hits filed as inhibitors | human spleen homogenate, 4MU-alpha-Gal fluorescence, 40 min;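 note: 0% = enzyme with vehicle and -100% = no enzyme basal signal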
Target sequence (P06280 32-429 limits assumed): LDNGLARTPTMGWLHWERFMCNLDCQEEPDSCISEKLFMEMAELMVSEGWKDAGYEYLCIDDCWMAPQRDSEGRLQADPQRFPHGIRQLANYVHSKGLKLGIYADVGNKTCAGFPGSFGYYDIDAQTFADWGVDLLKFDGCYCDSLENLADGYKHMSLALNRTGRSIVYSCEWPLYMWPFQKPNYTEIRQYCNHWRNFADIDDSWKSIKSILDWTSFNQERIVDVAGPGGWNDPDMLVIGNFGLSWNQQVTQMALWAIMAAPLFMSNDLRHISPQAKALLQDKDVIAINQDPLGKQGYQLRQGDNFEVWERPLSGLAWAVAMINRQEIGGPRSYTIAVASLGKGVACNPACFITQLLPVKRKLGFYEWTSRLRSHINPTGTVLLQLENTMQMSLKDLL
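Fluorogenic readout (Ex 365/Em 440 nm) of 4-methylumbelliferone released from 1 mM 4-MU-alpha-galactoside by spleen homogenate, 40 min at 37C, pH 5.0. Data normalized to no-enzyme and enzyme controls; Hill-equation AC50 from compound titrations.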
aGlu spleen mod: qHTS Assay for Inhibitors and Activators of Human alpha-Glucosidase From Spleen Homogenate. Lysosomal alpha-glucosidase (Homo sapiens), P10253. human spleen homogenate, 4-MU-alpha-glucoside fluorescence. Potency, µM (series often up to 79.9 µM), without a hit: top-dose activity change, negative = inhibition, usual class: inhibitors. actives 0.006% (n = 240,000). AID 2112, 2009;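 note: 0% = enzyme with vehicle and -100% = no enzyme basal signal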
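Enzyme source: human spleen homogenate, 1 ug/well. Buffer 50 mM citric acid/K phosphate pH 5.0, 0.01% Tween-20. 4-MU-alpha-glucoside 1 mM; 37 C x 40 min; NaOH/glycine stop; fluorescence.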
GAA glycogen mod: qHTS Assay for Inhibitors and Activators of Human alpha-Glucosidase Cleavage of Glycogen; Lysosomal alpha-glucosidase (Homo sapiens), P10253; Potency, µM (top dose mostly 76.4 µM), for the others: top-dose activity change, negative = inhibition, most hits filed as inhibitors; actives 0.38% (n = 300,000); recombinant GAA, glycogen substrate, Amplex Red glucose oxidase fluorescence;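 note: 0% = full enzyme reaction and -100% = no-enzyme basal signal; the screen sought inhibitors and activators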
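Natural-substrate format: glycogen cleavage by 4 nM human enzyme, glucose read by Amplex Red coupling (Ex 573, Em 610 nm). Normalized to enzyme and no-enzyme controls.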
SMN2 splice up: qHTS Assay for Enhancers of SMN2 Splice Variant Expression. actives 2.8% (n = 210,000). Potency, µM (titrated, usually from 46.1 µM), for the others: at the highest dose activity change, positive = activation, hits mostly activators. HEK293 SMN2-luciferase splicing reporter, luminescence, 30-36 h. AID 1458, 2008; note: % of control where 0% means no effect; nearly all actives have a fitted effect of over 55% in size
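qHTS luciferase splicing reporter: luminescence rises when SMN2 exon 7 is included in transfected HEK293 cells. Compound exposure lasted 30-36 h at 37C, with 4.5 mM final sodium butyrate as control, followed by a ONE-Glo read.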
KDM4E inh: qHTS Assay for Inhibitors of Human Jumonji Domain Containing 2E (JMJD2E). Lysine-specific demethylase 4E (Homo sapiens), B2RXH2. JMJD2E catalytic domain, FDH-coupled NADH fluorescence (FDH is formaldehyde dehydrogenase). Potency, µM (doses to about 57.1 µM), for the others: at the top dose activity change, negative = inhibition, most hits filed as inhibitors. actives 1.6% (n = 230,000); active = well fitted inhibition curve with a large enough effect, not every such curve was filed as active; inconclusive = small, poorly fitted or top-dose-only effect, or another doubt; inactive = no such curve, though single readings can be large or run the other way;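 note: 0% = wells with enzyme and -100% = buffer wells without enzyme; nearly all actives have a fitted effect of over 50% in size; many of its hits are not listed in these tables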
Target sequence (B2RXH2 1-337 limits assumed): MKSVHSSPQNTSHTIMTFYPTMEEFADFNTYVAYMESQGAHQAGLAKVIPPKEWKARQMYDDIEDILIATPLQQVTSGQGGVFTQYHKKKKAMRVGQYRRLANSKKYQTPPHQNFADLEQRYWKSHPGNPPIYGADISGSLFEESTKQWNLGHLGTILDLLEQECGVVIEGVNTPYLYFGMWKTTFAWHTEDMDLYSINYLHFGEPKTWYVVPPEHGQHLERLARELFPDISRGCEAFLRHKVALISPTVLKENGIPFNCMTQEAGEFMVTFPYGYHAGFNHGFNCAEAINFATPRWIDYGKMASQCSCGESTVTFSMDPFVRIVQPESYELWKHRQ
GAA inh: qHTS Assay for Inhibitors of Human alpha-Glucosidase as a Potential Chaperone Treatment of Pompe Disease | Lysosomal alpha-glucosidase (Homo sapiens), P10253 | purified human GAA, 4-MU-alpha-glucoside fluorescence | Potency, µM (titrated, usually from 76.9 µM), for the others: at the highest dose activity change, negative = inhibition, hits mostly inhibitors | actives 0.005% (n = 200,000) | AID 1466, 2008;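 note: plate controls were uninhibited enzyme wells for no effect and no-enzyme background for full effect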
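Enzyme (4 nM final) mixed with compound (up to 77 uM), then 4-MU-alpha-D-pyranoside (400 uM final) added; 20 min at room temperature, pH 5.0. Reaction stopped at pH 10, fluorescence read, AC50 derived by Hill fit.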
ALDH1A1 block: qHTS Assay for Inhibitors of Aldehyde Dehydrogenase 1 (ALDH1A1); Purified ALDH1A1, NADH fluorescence, propionaldehyde substrate; Aldehyde dehydrogenase 1A1 (Homo sapiens), P00352; AID 1030, 2008; actives 7.3% (n = 220,000); Potency, µM (series often up to 75.3 µM), for inactives: top-dose activity, negative = inhibition, usual class: inhibitors; active = well fitted inhibition curve with a large enough effect, not every such curve was filed as active; inconclusive = small, poorly fitted or top-dose-only effect, or another doubt; inactive = no such curve, though single readings can be large or run the other way;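 note: plate controls were no enzyme wells and a reference inhibitor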
RGS12 GoLoco inh: qHTS Assay for Inhibitors of RGS12 GoLoco Motif Activity (Red Fluorophore) | Guanine nucleotide-binding protein G(i) subunit alpha-1 (Homo sapiens), P63096 | Gai1:RGS12 GoLoco peptide FP, rhodamine, 10 min | Potency, µM (titrated, usually from 61.6 µM), inactives show at the highest dose activity, negative = inhibition, hits mostly inhibitors | actives 0.44% (n = 230,000) | AID 880, 2007; active = well fitted inhibition curve with a large enough effect, not every such curve was filed as active; inactive = no such curve, though single readings can be large or run the other way; note: % is set by controls: 0 for no effect and ±100 for the full control effect; nearly all actives have a fitted effect of over 30% in size; many of its hits are not listed in these tables
Target sequence (P63096 whole entry, looked up): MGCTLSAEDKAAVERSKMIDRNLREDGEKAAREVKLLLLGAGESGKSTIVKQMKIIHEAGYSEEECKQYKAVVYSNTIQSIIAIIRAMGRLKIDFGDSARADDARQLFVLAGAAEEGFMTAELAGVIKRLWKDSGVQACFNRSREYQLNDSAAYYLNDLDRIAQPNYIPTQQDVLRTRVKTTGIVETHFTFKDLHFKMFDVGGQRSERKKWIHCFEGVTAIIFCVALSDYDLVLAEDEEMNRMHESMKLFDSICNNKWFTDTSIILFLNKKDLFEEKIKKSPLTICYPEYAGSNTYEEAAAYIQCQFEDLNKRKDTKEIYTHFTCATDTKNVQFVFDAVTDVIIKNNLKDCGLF
* marks the source's active call; other numbers are inactive results; ? = inconclusive; · = no result given; [ ] = dose if it differs, or a comment. Unless noted, calls come from the whole dose curve; as a rule, active = well fitted curve in the direction sought with a large enough effect; inconclusive = small, poorly fitted or top-dose-only effect, or another doubt; inactive = no such curve, though single readings can be large; an effect the other way counts as inactive or inconclusive. Potency is the fitted concentration of half-maximal effect. A portion of the library, so the mix of outcomes need not match the whole.

SMILES	aGal spleen mod	aGlu spleen mod	GAA glycogen mod	SMN2 splice up	KDM4E inh	GAA inh	ALDH1A1 block	RGS12 GoLoco inh
CCOC(=O)c1oc2ccccc2c1CN1CCOCC1	-1%	-2%	-3%	28%	-3%	-2%	11µM*	-7%
Cc1cc(NC(=O)Nc2ccc(C)c(C)c2)no1	-3%	-10%	3%	·	2%	-2%	?	-2%
CCC(OC(=O)C1=Cc2ccccc2OC1)C(=O)NC1CCCC1 (stereo unspecified)	0%	-3%	-1%	-101%[inhibitor]	-1%	3%	13%	2%
CCCN1Cc2cccc(C(=O)NC(C)c3cccs3)c2C1=O (stereo unspecified)	3%	3%	5%	-5%	-1%	2%	4µM*	-4%
COc1ccc(CNC(=O)C2CCN(c3nccs3)CC2)cc1	1%	4%	-2%	-4%	6%	8%	5%	3%
c1ccc(-c2ccc(C3=Nn4c(nnc4-c4cc(-c5ccccc5)n[nH]4)SC3)cc2)cc1	7%	0%	-8%	-10%	-4%	-1%	13%	18%
CCN(Cc1ccccc1)S(=O)(=O)c1ccc(S(=O)(=O)N2CCN(C)CC2)cc1	10%	-4%	7%	-14%	-2%	-11%	15%	11%
CN(C(=O)c1cnc2n(c1=O)CCS2)C1CCCCC1	1%	2%	8%	-6%	11%	-5%	?	-1%
O=C(CCS(=O)(=O)c1ccc(Cl)cc1)N1CCN(c2ccccc2F)CC1	3%	-2%	13%	-19%	-7%	-8%	?	-8%
CCOC(=O)N1CCC(NCc2c(C(=O)N(C)Cc3ccccc3)nc3ccccn23)CC1	4%	-2%	0%	·	-19%	12%	?	-9%
CSc1nc(-c2ccccc2)c2cc(Cl)ccc2n1	-13%	-1%	6%	-14%	?	1%	-9%	0%
COCCCn1cnc2oc3nc4ccccc4nc3c2c1=O	?	22%	-12%	10µM*	?	?	?	19%
CON/C=C(\C=Nc1ccccc1)c1ncc(C(F)(F)F)cc1Cl	2%	-9%	0%	-21%	3%	0%	3%	-9%
CCCCNC(=O)c1ccccc1C(=O)NCCCC	-8%	-5%	1%	11%	1%	-3%	13%	-1%
COc1ccc(OC)c(CCNC(=O)CN2C(=O)CC(C)(C)S(=O)(=O)c3ccccc32)c1	-4%	-1%	6%	8%	6%	-1%	9%	4%
COc1ccc(S(=O)(=O)N2CCC(C(=O)N3CCCC3)CC2)cc1Cl	-1%	3%	0%	-31%[inhibitor]	-1%	-10%	-2%	-10%
CCCCNC1=CC(=O)C(=O)c2ccccc21	-4%	-3%	4%	·	-5%	?	?	22%
Cc1cc2nc(C)n(CCCN)c2cc1C	-8%	-10%	0%	-18%	-1%	-3%	3%	7%
CC(=O)c1c(C)[nH]c(C(=O)CSc2ccc(F)cc2)c1C	-2%	4%	3%	·	5%	·	·	4%
O=C1NC2(CCCCC2)C(=O)N1Cc1cccc(C(F)(F)F)c1	5%	1%	-9%	-30%[inhibitor]	-4%	3%	-9%	8%
Cc1ccc(CC2CC(=O)N(c3cc(Cl)ccn3)C2=O)cc1 (stereo unspecified)	3%	4%	7%	·	8%	-4%[15.4 µM]	-20%	4%
CCOC(=O)c1[nH]c(C)c(C(=O)OCC(=O)Nc2sc3c(c2C#N)CCCCC3)c1C	4%	2%	5%	-18%	1%	5%	0%	10%
CSCCC(NC(=O)c1ccc(=O)n(C)n1)c1nc2ccccc2[nH]1 (stereo unspecified)	-5%	0%	4%	-9%	-1%	-6%	12%	-33%
COc1ccccc1/C=N/NC(=O)C(NC(=O)c1ccccc1)=C(C)C	-22%	1%	3%	7%	-1%	-10%	2%	-7%
CCOc1ccc(C(C)NC(=O)c2ccccc2F)cc1 (stereo unspecified)	0%	10%	2%	-20%	9%	5%	13%	-7%

SMN2 splice up: what is marked active above.
| molecule | aGlu spleen mod | SMN2 splice up | KDM4E inh | GAA inh | ALDH1A1 block | RGS12 GoLoco inh |
| --- | --- | --- | --- | --- | --- | --- |
| COCCCn1cnc2oc3nc4ccccc4nc3c2c1=O | 22% | 10µM* | ? | ? | ? | 19% |

Copied from the list:
For aGlu spleen mod, `CC(=O)c1c(C)[nH]c(C(=O)CSc2ccc(F)cc2)c1C` is entered as 4%
For RGS12 GoLoco inh, `COc1ccc(OC)c(CCNC(=O)CN2C(=O)CC(C)(C)S(=O)(=O)c3ccccc32)c1` is entered as 4%

(further entries)
SMILES	aGal spleen mod	aGlu spleen mod	GAA glycogen mod	SMN2 splice up	KDM4E inh	GAA inh	ALDH1A1 block	RGS12 GoLoco inh
Cc1ccc2c(Cl)c(C(=O)NCCc3ccccc3)sc2c1	4%	-3%	3%	16µM*	6%	-2%	-4%	1%
CC(C)Sc1nc2[nH]ncc2c(=O)[nH]1	2%	2%	7%	2%	-8%	7%	?	4%
CC(C)c1ccc(C(=O)NN2C(=O)C3CCCCC3C2=O)cc1 (stereo unspecified)	-3%	-4%	11%	11µM*	6%	-25%	9%	3%
CC(C)OCCCNC(=O)c1ccc(CS(=O)(=O)Cc2ccccc2F)o1	-8%	-8%	-3%	-11%	0%	1%	-3%	7%
Nc1nnc(SCc2ccccc2F)s1	-5%	-3%	1%	·	1%	·	·	7%
O=C(c1ccc(Br)o1)N1CCN(C/C=C/c2ccccc2)CC1	6%	4%	2%	-14%	3%	-8%	1%	11%
Cc1cccc(N2C(=O)CC(N3CCC(c4nc5ccccc5[nH]4)CC3)C2=O)c1 (stereo unspecified)	-4%	-5%	-5%	-1%	5%	-4%	?	7%
Cc1ccc(C)c(SCC(=O)OCC(=O)NCc2ccccc2)c1	-9%	4%	7%	12%	?	8%	0%	-26%
CC1=C(C)CC(C(=O)c2ccccc2)C(C(=O)O)C1 (stereo unspecified)	0%	-3%	4%	-16%	1%	-3%	-14%	20%
COc1ccccc1NC(=O)C(C/C=C(/C)Cl)C(C)=O (stereo unspecified)	3%	-1%	-1%	-7%	7%	-5%	4%	6%
O=C(COC(=O)Cn1cnc2ccccc2c1=O)NCCC1=CCCCC1	2%	0%	11%	-8%	?	-1%	?	-34%
CN1CCc2c(sc(/N=C/c3cc(C(C)(C)C)ccc3O)c2C#N)C1	4%	1%	19%	·	?	·	·	15%
COc1ccc(OC)c(NC(=O)C2CCCC2)c1	5%	1%	3%	3%	10%	1%	2%	-20%
CC(C)S(=O)(=O)N1CCCC(C(=O)c2cccc(Cl)c2)C1 (stereo unspecified)	0%	2%	-9%	·	-10%	5%	4%	7%
O=C(Oc1cccc([N+](=O)[O-])c1)c1cc(-c2ccccc2)nc2ccccc12	7%	-1%	0%	-13%	-22%	-2%	-5%	6%
CCn1ncc(Br)c1C(=O)Nc1cc([N+](=O)[O-])ccc1C	8%	0%	-2%	-9%	3%	-6%	5%	8%
Cc1ccc(Sc2c(C=O)c3ccccc3n2C)cc1	-10%	-1%	4%	-47%[inhibitor]	3%	5%	-11%	3%
CC(C)(CO)NCC(O)COc1ccc2c(c1)CCC2 (stereo unspecified)	1%	2%	2%	7%	6%	0%	9%	6%
COc1ccc(CC(=O)NCc2cn3ccsc3n2)cc1	3%	6%	0%	-1%	1%	-1%	-10%	3%
COc1cccc(Nc2ncc3ncc(=O)n(Cc4ccc(F)cc4)c3n2)c1	3%	-8%	·	·	·	·	-15%	7%
Cc1cc(-c2onc(C)c2C(=O)Oc2ccc(Cl)cc2)no1	-6%	-2%	1%	·	19%	1%	6%	12%
O=C(N/N=C/c1ccco1)c1cc(C2CC2)nc2ccccc12	2%	-4%	-2%	-5%	?	13%	-14%	15%
COc1ccc2[nH]cc(CCNc3ccnc(-c4ccoc4)n3)c2c1	12%	2%	·	·	·	·	5%	1%
CCOC(=O)c1cc(CC)sc1NC(=O)COC(=O)c1cc[n+]([O-])cc1	2%	-5%	-24%	-14%	2%	8%	1%	12%
O=c1c2ccccc2nc2n1-c1ccccc1CCC2	12%	5%	3%	1%	-23%	-11%	2%	12%
SMILES	aGal spleen mod	aGlu spleen mod	GAA glycogen mod	SMN2 splice up	KDM4E inh	GAA inh	ALDH1A1 block	RGS12 GoLoco inh
CCc1ccc(C(=O)Nc2cc3c(cc2Cl)OCCCO3)cc1	5%	-1%	5%	25µM*	8%	6%	-1%	5%
CCc1ccc(N=c2c([N+](=O)[O-])nn(-c3ccc4c(c3)OCCO4)n2O)cc1	0%	-2%	-1%	·	-24%	-7%	-14%	1%
Cc1nn(Cc2cccc(C(=O)Nc3ccn(Cc4ccccc4F)n3)c2)c(C)c1[N+](=O)[O-]	6%	1%	2%	?	0%	-7%	1%	-5%
COc1ccc(/C=N/n2cnc3c([nH]c4ccc(F)cc43)c2=O)cc1CN1CCCC1	-5%	-6%	5%	·	?	-15%	0%	11%
O=C(Nc1ccc(-c2nc3ccccc3s2)c(OC(=O)c2ccccc2)c1)c1ccccc1	8%	-1%	12%	2.8µM*	?	1%	?	-3%
O=C(CN1C(=O)C2CC=CCC2C1=O)OCc1cc(=O)n2cc(Br)ccc2n1 (stereo unspecified)	-3%	-2%	1%	?	?	-3%	-4%	3%
C[C@]12CC[C@@H]3c4ccc(O[C@@H]5O[C@H](C(=O)O)[C@@H](O)[C@H](O)[C@H]5O)cc4CC[C@H]3[C@@H]1C[C@@H](O)[C@@H]2O	7%	-4%	-10%	·	-21%	·	·	-32%
C=CC(=O)NC(C)(C)CCN1CCOCC1	-14%	-8%	10%	·	-8%	?	-2%	9%
CCOC(=O)CCNCC1COc2ccccc2O1 (stereo unspecified)	4%	5%	5%	-5%	-4%	8%	7%	2%
O=C1N=C(N2CCN(c3cccc4ccccc34)CC2)S/C1=C/c1cccs1	1%	-2%	-10%	-15%	-5%	-11%	-4%	3%
CCn1cc(S(=O)(=O)CC(=O)Nc2ccc(C)cc2)c2ccccc21	7%	-10%	-9%	2%	5%	-4%	-18%	13%

Screening results deposited in PubChem BioAssay by National Center for Advancing Translational Sciences (NCATS).
